Tau FP inhib = qHTS for Inhibitors of Tau Fibril Formation, Fluorescence Polarization; Microtubule-associated protein tau (Homo sapiens), P10636; K18 P301L tau heparin fibrillization, Alexa594 FP, 6 h; Potency, µM (top dose mostly 57.7 µM), for inactives: at the highest dose activity, negative = inhibition, actives largely listed as inhibitors; actives 0.39% (n = 280,000); AID 1468, 2008; further: nearly all actives have a fitted effect of over 55% in size
Target sequence (P10636 561-689 P618L limits assumed): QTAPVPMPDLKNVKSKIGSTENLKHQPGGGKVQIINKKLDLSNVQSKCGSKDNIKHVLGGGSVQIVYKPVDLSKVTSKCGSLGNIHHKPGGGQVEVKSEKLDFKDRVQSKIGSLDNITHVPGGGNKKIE
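Recombinant K18 P301L […], labeled with Alexa 594 at 0.24 uM over 15 uM unlabeled; heparin inducer 20 uM final; 37 C, 6 hr; FP endpoint.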
KDM4E inh = qHTS Assay for Inhibitors of Human Jumonji Domain Containing 2E (JMJD2E); Lysine-specific demethylase 4E (Homo sapiens), B2RXH2; JMJD2E catalytic domain, FDH-coupled NADH fluorescence (FDH is formaldehyde dehydrogenase); Potency, µM (highest dose often 57.1 µM), without a hit: at the highest dose activity change, negative = inhibition, hits mostly inhibitors; actives 1.6% (n = 230,000); AID 2147, 2009; active means well fitted inhibition curve with a large enough effect, not every such curve was filed as active; inconclusive means small, poorly fitted or top-dose-only effect, or another doubt; inactive means no such curve, though single readings can be large or run the other way;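 further: 0% = wells with enzyme and -100% = buffer wells without enzyme; nearly all actives have a fitted effect of over 50% in size; many of its hits are not listed in these tables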
TR SRC2 fluor cs = Total Fluorescence Counterscreen for Inhibitors of the Interaction of Thyroid Hormone Receptor and Steroid Receptor Coregulator 2; TRb/SRC2 Texas Red total fluorescence interference; Potency, µM (top dose mostly 106 µM), for inactives: top-dose fluorescence change, negative = quenching; actives 0.29% (n = 280,000); AID 1479, 2009; active means well fitted curve in either direction with a large enough effect; inconclusive means small, poorly fitted or top-dose-only effect
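Flags fluorescent or light-absorbing compounds by total fluorescence, S + 2P, at 555 nm excitation and 632 nm emission. Mixture: 20 nM Texas Red SRC2 peptide, 0.6 uM human TRb LBD, 1 uM T3, 5% DMSO; compound exposure 5 h at ambient temperature.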
RECQ1 inh = qHTS Assay for Inhibitors of RecQ-Like Dna Helicase 1 (RECQ1) | ATP-dependent DNA helicase Q1 (Homo sapiens), P46063 | actives 0.54% (n = 240,000) | Potency, µM (top dose mostly 57.3 µM), for inactives: at the highest dose activity, negative = inhibition, actives largely listed as inhibitors | RECQ1 DNA unwinding, red fluorescence kinetic read;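 further: plate controls were vehicle for no effect and no enzyme for full effect; nearly all actives have a fitted effect of over 30% in size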
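RECQ1T1 50 nM; forked duplex (20 bp + 30-nt ss tails) 200 nM, ATP 2 mM final; pH 8.0, 2 mM MgCl2, 2.5 ug/ml poly(dI-dC); 15 min compound preincubation; discontinuous kinetic read over 2 h at RT.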
L3MBTL1 block = qHTS Assay for the Inhibitors of L3MBTL1; Lethal(3)malignant brain tumor-like protein 1 (Homo sapiens), Q9Y468; AlphaScreen L3MBTL1–H3K9me1 peptide binding; Potency, µM (titrated, usually from 57.1 µM), without a hit: top-dose activity, negative = inhibition, usual class: inhibitors; actives 0.66% (n = 230,000); AID 485360, 2010; further: nearly all actives have a fitted effect of over 60% in size
Target sequence (Q9Y468 whole entry, looked up): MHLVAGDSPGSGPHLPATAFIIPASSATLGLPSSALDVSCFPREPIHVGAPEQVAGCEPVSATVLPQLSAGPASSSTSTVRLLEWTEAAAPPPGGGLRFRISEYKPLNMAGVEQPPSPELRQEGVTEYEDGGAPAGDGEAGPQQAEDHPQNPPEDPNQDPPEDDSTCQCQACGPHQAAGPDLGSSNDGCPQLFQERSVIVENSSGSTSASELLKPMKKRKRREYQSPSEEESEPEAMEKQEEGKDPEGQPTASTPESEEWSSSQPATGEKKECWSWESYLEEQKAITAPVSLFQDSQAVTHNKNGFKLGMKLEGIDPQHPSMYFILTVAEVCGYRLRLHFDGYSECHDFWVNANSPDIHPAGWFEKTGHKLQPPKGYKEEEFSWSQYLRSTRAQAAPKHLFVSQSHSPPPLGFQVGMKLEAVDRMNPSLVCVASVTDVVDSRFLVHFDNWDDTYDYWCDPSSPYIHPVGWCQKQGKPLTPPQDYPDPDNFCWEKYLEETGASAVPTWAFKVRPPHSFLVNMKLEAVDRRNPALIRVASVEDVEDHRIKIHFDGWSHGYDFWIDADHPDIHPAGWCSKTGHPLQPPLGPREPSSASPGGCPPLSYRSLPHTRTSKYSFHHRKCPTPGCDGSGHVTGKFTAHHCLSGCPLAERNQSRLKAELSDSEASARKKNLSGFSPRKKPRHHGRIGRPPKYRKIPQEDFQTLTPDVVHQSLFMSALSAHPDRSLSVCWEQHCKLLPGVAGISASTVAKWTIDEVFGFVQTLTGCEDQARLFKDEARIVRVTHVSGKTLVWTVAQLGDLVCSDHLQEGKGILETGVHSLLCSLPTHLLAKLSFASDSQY
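AlphaScreen assay: L3MBTL1 (50 nM final) was preincubated 30 min at room temperature with biotinylated H3(1-15)K9me1 peptide (75 nM final), then 30 min with library compounds; streptavidin donor and nickel chelate acceptor beads (10 ug/mL final) added, 30 min dark.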
Tau fibril ThT = qHTS for Inhibitors of Tau Fibril Formation, Thioflavin T Binding. recombinant tau K18 P301L (four-repeat tau fragment), heparin-induced fibrillization, ThT fluorescence. Potency, µM (series often up to 57.4 µM), without a hit: top-dose activity, negative = inhibition, hits mostly inhibitors. Microtubule-associated protein tau (Homo sapiens), P10636. AID 1460, 2008. actives 2.1% (n = 270,000); further: nearly all actives have a fitted effect of over 55% in size
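In this qHTS, human K18 P301L tau is incubated with compound and heparin for 6 hr at 37 C, and Thioflavin T fluorescence then reports fibril load.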
GoLoco inh red = qHTS Assay for Inhibitors of RGS12 GoLoco Motif Activity (Red Fluorophore) | Gai1:RGS12 GoLoco peptide FP, rhodamine, 10 min | actives 0.44% (n = 230,000) | Potency, µM (highest dose often 61.6 µM), for the others: at the highest dose activity, negative = inhibition, actives largely listed as inhibitors; active means well fitted inhibition curve with a large enough effect, not every such curve was filed as active; inactive means no such curve, though single readings can be large or run the other way; further: nearly all actives have a fitted effect of over 30% in size; many of its hits are not listed in these tables
TRb-SRC2 inh = qHTS for Inhibitors of the Interaction of Thyroid Hormone Receptor and Steroid Receptor Coregulator 2; TRbeta-SRC2 peptide binding, fluorescence polarization; receptor liganded with 1 µM T3; Potency, µM (highest dose often 106 µM), for inactives: at the highest dose activity change, negative = inhibition, usual class: inhibitors; actives 0.065% (n = 280,000); AID 1469, 2008;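 further: plate controls were bound peptide for no effect and peptide without receptor for full effect; nearly all actives have a fitted effect of over 50% in size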
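Fluorescence polarization of 20 nM Texas Red SRC2 peptide (20-aa NR interaction domain) bound to 0.6 uM human TRb ligand-binding domain, with 1 uM T3, after 5 hr at ambient temperature; inhibition seen as decreased polarization.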
The depositor's hits bear a star; i = inactive; u = inconclusive; x = no result given; & = joins results of further samples; [ ] = remark or other dose. Unless noted, the call rests on the fitted dose curve; in most records, active means well fitted curve in the direction sought with a large enough effect; inconclusive means small, poorly fitted or top-dose-only effect, or another doubt; inactive means no such curve, though single readings can be large; an effect the other way counts as inactive or inconclusive. Unless noted, on the % scale 0 is the no-effect control and ±100 the full control effect; potency means the concentration at half of the fitted maximal effect. Some of the compounds tested. The share of hits here may be higher or lower than overall.

1) COC(=O)Cn1c(=NC(=O)c2cccc(OC)c2)sc2cc(OC)ccc21
2) O=c1[nH]c2cc3c(cc2cc1CN(Cc1nnnn1C1CCCC1)C1CCCC1)OCCO3
3) COc1ccc(CCNC(=O)c2cc(C)nc3c2c(C)nn3-c2ccccc2)cc1OC
4) O=[N+]([O-])c1ccc(O)c(C(C#Cc2ccccc2)N2CCOCC2)c1 (centres undefined)
5) CCCN1C(=O)CN(C2CCCCC2)C(=O)C1c1ccc(OC)c(OC)c1 (centres undefined)
6) COC(=O)Cn1c2[n+](c3ccccc31)CC(O)CS2 (centres undefined)
7) CCN(CC)CCCNC(=O)C1CCCN(c2nnc(N3CCCC3=O)s2)C1 (centres undefined)
8) CCc1cccc(NC(=O)CN(C)S(=O)(=O)c2cccs2)c1
9) O=C(COC(=O)C1COc2ccccc2O1)Nc1cccc(S(=O)(=O)N2CCCCC2)c1 (centres undefined)
10) CCC(=O)Nc1cccc(NC(=O)c2cccc([N+](=O)[O-])c2C)c1

Assay by compound | 1 | 2 | 3 | 4 | 5 | 6 | 7 | 8 | 9 | 10
Tau FP inhib | -6% | -8% | -7% | 0% | -14% | -3% | u | 6% | -12% | -10%
KDM4E inh | u | u | x | -5% | x | 6% | -3% | 1% | -4% | -6%
TR SRC2 fluor cs | -1% | -3% | -1% | -5% | -2% | 0% | -3% | 0% | 0% | -8%
RECQ1 inh | -1% | -13% | x | -1% | x | 0% | -7% | i | -8% | -10%
L3MBTL1 block | 19% | x | x | -16% | x | -4% | x | x | -4% | 36%[activator]
Tau fibril ThT | -2% | u | u | u | -1% | -9% | -8% | -8% | 1% | 1%
GoLoco inh red | 5% | 5% | x | 7% | x | 3% | 4% | 11% | 3% | -30%
TRb-SRC2 inh | -3% | -1% | -10% | 2% | -3% | 11% | -7% | -3% | -1% | -1%

11) COc1ccc(-c2nnc(SCC(=O)c3ccc[nH]3)o2)cc1
12) OC1C2(Cc3ccccc3)CN3CCN(C2)CC1(Cc1ccccc1)C3 (centres undefined)
13) CC(=O)Nc1ccc(S(=O)(=O)NCC2CCC(C(=O)NCc3ccccc3Cl)CC2)cc1 (centres undefined)
14) Cc1csc(NC(=O)CN2C(=O)C3CC=CCC3C2=O)n1 (centres undefined)
15) O=C(C1CCCN(S(=O)(=O)c2cccc3nonc23)C1)N1CCN(c2ccccc2Cl)CC1 (centres undefined)
16) COC(=O)c1nn(-c2ccc(Oc3ccccc3)cc2)c(=O)cc1O
17) Cc1cc(C)n(C(CC(=O)O)C(=O)O)n1 (centres undefined)
18) COc1ccc(C(C)=O)cc1COC(=O)c1cnc(C)cn1
19) C=C(C)CSc1nnc(CCNC(=O)OC(C)(C)C)o1
20) CCCCOc1ccc(C2C(C(=O)c3ccc(C)o3)=C(O)C(=O)N2CC2CCCO2)cc1 (centres undefined)

Assay by compound | 11 | 12 | 13 | 14 | 15 | 16 | 17 | 18 | 19 | 20
Tau FP inhib | -9% | -6% | u | -1% | u | -2% | -3% | 9% | 7% | -15%
KDM4E inh | -4% | 2% | x | 3% | u | -11% | 1% | 7% | 0% | -8%
TR SRC2 fluor cs | 1% | 0% | -3% | -1% | 0%&0% | 4% | -1% | 1% | -4% | -1%
RECQ1 inh | i | -2% | x | -5% | -4% | -16% | -5% | -20% | 3% | i
L3MBTL1 block | x | -6% | x | x | -8% | x | 7% | x | -4% | -10%
Tau fibril ThT | u | -8% | 6% | -10% | -5%&-16% | -5% | -3% | 1% | -9% | u
GoLoco inh red | 23% | -3% | x | 5% | 12% | 1% | -1% | 21% | 8% | 15%
TRb-SRC2 inh | -9% | 2% | 2% | -12% | 4%&2% | 4% | 1% | 13% | -11% | -14%

21) COCCN1C=C2C(=O)C(C)(OC(=O)C3CCCC3)C(=O)C=C2C=C1c1ccsc1 (centres undefined)
22) Nn1c(=O)[nH]c2ccccc2c1=O
23) O=C(Nc1cc2c(cc1Br)OCCCO2)c1ccccc1
24) Cc1ccccc1Nc1scc(-c2ccc(Cl)cc2)[n+]1-c1ccccc1C
25) CC(C)(C)c1ccc(C(=O)C2CCCN(C(=O)C3CCOCC3)C2)cc1 (centres undefined)
26) Cc1ccc(C)c(OCCSc2nnc(-c3cccnc3)n2N)c1
27) COc1cc(Nc2ccc(C(=O)O)cc2[N+](=O)[O-])cc(OC)c1
28) CC1Cc2ccccc2N1C(=O)c1cc2c(=O)n3ccccc3nc2n1C (centres undefined)
29) CCCCN(CCCC)NC(=O)c1ccccc1
30) O=C(C1=C[C@H](C2CC2)C[C@H](OCc2ccc(CO)cc2)O1)N1CCN(Cc2ccc3c(c2)OCO3)CC1

Assay by compound | 21 | 22 | 23 | 24 | 25 | 26 | 27 | 28 | 29 | 30
Tau FP inhib | -10%[11.6 µM] | 10% | -8% | -3% | -8% | 4% | 9% | 2% | -8% | 15%
KDM4E inh | 3.5µM* | -10% | 3% | 3% | -1% | 2% | 11% | u | -4% | -5%
TR SRC2 fluor cs | -1%[11.2 µM] | -4% | -2% | -8% | 1% | -3% | -3% | 1% | 0% | 0%
RECQ1 inh | 12%[11.5 µM] | -4% | -15% | -7% | -5% | 0% | 3% | 8% | 1% | i
L3MBTL1 block | x | 3% | 6% | u | -10% | -2% | -8% | 0% | x | -4%
Tau fibril ThT | u | 4% | -11% | u | u | u | u | u | -10% | -3%
GoLoco inh red | -6%[14.2 µM] | 21% | -2% | 1% | 6% | 20% | 14% | 6% | -3% | -2%
TRb-SRC2 inh | 3%[11.2 µM] | -2% | 2% | 0% | -6% | 1% | -3% | -4% | 1% | 8%

31) Cc1ccc(NC(=O)Nc2ccccc2CC[N+](=O)[O-])cc1
32) CC(=O)c1cccc(-n2c(=O)c3c4c(sc3n(Cc3cccc(C)c3)c2=O)CN(C(C)=O)CC4)c1
33) COc1ccc(NC(=O)CN(C)C(=O)c2ccc(C)s2)cc1
34) Cc1nn(-c2ccccc2)c2c1C(c1ccc([N+](=O)[O-])cc1)C(C#N)=C(N)O2 (centres undefined)
35) CC(C)(C)c1cc(-c2ccccc2)n[nH]1
36) CN(C(=O)c1cnc(N2CCOCC2)c2ccccc12)c1ccccc1F
37) O=C(Cn1ncc2c(Cl)cccc21)NCc1cccc(F)c1
38) COc1ccc(S(=O)(=O)N(C)CC(=O)Nc2cccc(C(C)=O)c2)cc1Cl
39) Cc1ccc2nc(SCC(=O)NCc3ccco3)[nH]c2c1
40) COc1ccc(/C=C/C(=O)N(C)c2ccccc2C(=O)O)cc1

Assay by compound | 31 | 32 | 33 | 34 | 35 | 36 | 37 | 38 | 39 | 40
Tau FP inhib | -6% | 4% | -12% | -13% | 0% | 3% | 5% | -8% | 3% | 0%
KDM4E inh | -1% | x | 12% | 18µM* | -1% | x | x | -1% | -5% | 9%
TR SRC2 fluor cs | -2% | 0% | 2% | -2% | 0% | 4% | -3% | 0% | -4% | -2%
RECQ1 inh | -9% | x | -3% | 0% | -5% | x | x | -4% | -11% | -10%
L3MBTL1 block | -2% | x | 5% | -16% | x | x | x | x | x | 13%
Tau fibril ThT | -3% | -13% | 1% | u | x | -8% | -4% | -1% | -11% | -3%
GoLoco inh red | -1% | x | 5% | 1% | -4% | x | x | 8% | 11% | 3%
TRb-SRC2 inh | 6% | -3% | -5% | -1% | 1% | -3% | -3% | 1% | -2% | 1%

41) O=C(CSc1ncc2c(n1)-c1ccccc1N(Cc1ccc(Cl)cc1)S2(=O)=O)c1ccc(Cl)cc1
42) CS(=O)(=O)N(CC(=O)NCc1ccc(Cl)cc1)C1CCCCC1
43) CCCS(=O)(=O)Nc1cccc(-c2nc3cccnc3s2)c1
44) COc1ccc(NC(=O)C(C)n2nc(-c3ccc(C)c(C)c3)ccc2=O)cc1OC (centres undefined)
45) COc1ccc([N+](=O)[O-])cc1NCc1ccccc1C

Assay by compound | 41 | 42 | 43 | 44 | 45
Tau FP inhib | u | -2% | -12% | 6% | 0%
KDM4E inh | x | 3% | 0% | x | 3%
TR SRC2 fluor cs | -1% | 0% | -2% | 5% | 3%
RECQ1 inh | x | -8% | 0% | x | -5%
L3MBTL1 block | x | 26% | 1% | x | 20%
Tau fibril ThT | 3% | -9% | 3% | u | u
GoLoco inh red | x | 5% | 10% | x | 1%
TRb-SRC2 inh | -9% | 8% | 5% | -3% | 3%

An excerpt from above in order of heavy-atom count, descending.
44) COc1ccc(NC(=O)C(C)n2nc(-c3ccc(C)c(C)c3)ccc2=O)cc1OC (centres undefined)
38) COc1ccc(S(=O)(=O)N(C)CC(=O)Nc2cccc(C(C)=O)c2)cc1Cl
40) COc1ccc(/C=C/C(=O)N(C)c2ccccc2C(=O)O)cc1
43) CCCS(=O)(=O)Nc1cccc(-c2nc3cccnc3s2)c1
39) Cc1ccc2nc(SCC(=O)NCc3ccco3)[nH]c2c1
45) COc1ccc([N+](=O)[O-])cc1NCc1ccccc1C

Assay by compound | 44 | 38 | 40 | 43 | 39 | 45
Tau FP inhib | 6% | -8% | 0% | -12% | 3% | 0%
KDM4E inh | x | -1% | 9% | 0% | -5% | 3%
TR SRC2 fluor cs | 5% | 0% | -2% | -2% | -4% | 3%
RECQ1 inh | x | -4% | -10% | 0% | -11% | -5%
L3MBTL1 block | x | x | 13% | 1% | x | 20%
Tau fibril ThT | u | -1% | -3% | 3% | -11% | u
GoLoco inh red | x | 8% | 3% | 10% | 11% | 1%
TRb-SRC2 inh | -3% | 1% | 1% | 5% | -2% | 3%

Screening data deposited in PubChem by National Center for Advancing Translational Sciences (NCATS).
